PvdQ acylase: P. aeruginosa PvdQ acylase inhibition; purified PvdQ acylase, fluorescence plate reader; inhibition, % at 10 µM; actives 0.063% (n = 340,000); AID 488965; in the data active means inhibition above about 30%, passing the limit was not always enough;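 further: 0% = vehicle neutral wells and 100% = reference inhibitor wells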
CDK5 inh: blocks human CDK5/p35 kinase activity; actives 0.01% (n = 330,000); Q00535+Q15078; inhibition, % at 10 µM; Recombinant CDK5/p35, ADP-Glo luminescence, 60 min;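 active means highest replicate inhibition of at least 50% and at least 75% of replicates reaching 50%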;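 further: plate controls were DMSO neutral control for no effect and GW8510 at 10 µM for full effect; many of its hits are not listed in these tables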
NSD2 inh: NSD2 (human) methyltransferase inhibition; O96028; NSD2 peptide methylation, AlphaScreen, 120 min; inhibition, % at 12.5 µM; actives 0.54% (n = 310,000); AID 743445; in the data active means inhibition above about 50%
V-ATPase pH: alters yeast V-ATPase proton transport | response, % at 10 µM | AID 504577 | actives 0.37% (n = 350,000) | S. cerevisiae, pHLuorin cytosolic pH fluorescence; in the data active means response mostly above about 7.3%, no sharp cut-off; inactive means mostly below about 5.4%; further: actives read high; inactives centre near 0; some compounds called inactive have numbers as strong as hits; reference of the scale not given here
dFosB activator: mouse delta FosB homodimer activation. P13346. purified delta FosB, TAMRA-CDK5 oligo fluorescence polarization; percent of positive-control signal above neutral wells. activation, % at 25 µM. actives 0.99% (n = 340,000);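 active means mean activation above about 17%, with every replicate also reaching it, limit read from the data, passing the limit was not always enough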;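 further: fluorescence polarization rise as delta FosB binds a TAMRA Cdk5 AP-1 oligo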
Target sequence (P13346 whole entry, looked up): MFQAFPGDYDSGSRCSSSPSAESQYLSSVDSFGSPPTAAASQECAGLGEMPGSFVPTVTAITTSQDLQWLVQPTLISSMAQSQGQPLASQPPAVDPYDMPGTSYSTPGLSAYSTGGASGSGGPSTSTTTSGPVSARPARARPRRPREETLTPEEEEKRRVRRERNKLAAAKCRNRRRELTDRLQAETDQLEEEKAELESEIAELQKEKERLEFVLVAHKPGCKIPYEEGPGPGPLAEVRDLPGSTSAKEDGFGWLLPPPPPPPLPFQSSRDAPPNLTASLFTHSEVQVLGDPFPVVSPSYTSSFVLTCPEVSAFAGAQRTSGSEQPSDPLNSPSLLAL
Wnt bcat act: activates Wnt/beta-catenin signaling in a reporter cell assay | activator, plate reader | activation, % at 9.35 µM | actives 1.2% (n = 300,000) | AID 743398; in the data active means activation above about 30%, passing the limit was not always enough;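 further: 0% = neutral control wells and 100% = positive control wells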
HTR5A inv ag: counter-screen for OPRM1-OPRD1 inverse agonists: human HTR5A inverse agonism | P47898 | HTR5A cell line, luminescence | actives 0.083% (n = 340,000) | inhibition, % at 9.3 µM; in the data active means inhibition mostly above about 23%, no sharp cut-off; inactive means mostly below about 18%;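 further: 0% = cells with DMSO and 100% = no-cell wells with DMSO; some compounds called inactive have numbers as strong as hits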
Target sequence (P47898 whole entry, looked up): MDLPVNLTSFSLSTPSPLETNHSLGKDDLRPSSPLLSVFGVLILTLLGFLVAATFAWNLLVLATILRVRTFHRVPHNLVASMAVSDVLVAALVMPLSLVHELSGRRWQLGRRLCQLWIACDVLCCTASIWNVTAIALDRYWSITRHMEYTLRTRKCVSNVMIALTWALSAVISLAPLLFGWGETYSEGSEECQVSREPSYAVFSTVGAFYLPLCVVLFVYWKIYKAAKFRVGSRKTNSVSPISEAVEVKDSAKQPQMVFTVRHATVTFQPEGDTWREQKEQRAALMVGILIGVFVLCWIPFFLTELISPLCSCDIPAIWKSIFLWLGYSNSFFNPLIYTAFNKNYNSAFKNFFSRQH
SR-BI DiI inh: blocks mouse SR-BI lipid uptake from DiI-HDL. ldlA[mSR-BI] CHO cells, DiI-HDL uptake fluorescence, 3 h. Q61009. actives 0.96% (n = 320,000). inhibition, % at 12.5 µM;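 active means mean replicate inhibition of at least 70% and a set share of replicates each scoring 70 or more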;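 further: 0% = median of neutral control wells and 100% = median of positive control wells; values of inactives mirror those of a sister screen read the other way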
MITF TRPM1 HTS: increases MITF-driven TRPM1 promoter luciferase signal; actives 0.75% (n = 300,000); activation, % at 12.5 µM; SK-MEL-5 TRPM1-promoter luciferase, 24 h; % of positive control, neutral wells = 0;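 active means mean activation of at least 80% with every replicate also reaching 80%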;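 further: 0% = neutral control wells and 100% = parthenolide positive control wells; values of inactives mirror those of a sister screen read the other way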
HTR5A ag ctr: HTR5A agonism, opioid heterodimer counter-screen | P47898 | HTR5A agonist assay, luminescence, cell-based | activation, % at 9.3 µM | actives 0.61% (n = 340,000); in the data active means activation mostly above about 9.5%, no sharp cut-off; inactive means mostly below about 7.6%;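 further: 0% = cells with vehicle only and 100% = reference agonist; strong numbers were not always called active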
Active calls of the source: *; / = no result given.

smiles,HTR5A inv ag,SR-BI DiI inh,HTR5A ag ctr,dFosB activator,V-ATPase pH,NSD2 inh,PvdQ acylase,Wnt bcat act,MITF TRPM1 HTS,CDK5 inh
Cc1ccc(-c2nnc3ccc(SCC(=O)NCc4ccco4)nn23)cc1,-2,-4,5,-11,6,/,9,/,-1,1.2
CCOC12NC(=O)CC(=O)N1C(c1ccccc1)=CS2 (centres undefined),-28,10,1,-4,-2,0,-7,/,/,1.2
Cc1ccc(NC(=O)CN2CCc3cc4c(cc3C2C)OCCCO4)cc1 (centres undefined),12,13,2,-7,1,-3,5,1,-12,0.2
CC(C)NC(=O)/C(=C\c1cccc([N+](=O)[O-])c1)NC(=O)c1ccccc1,0,-3,3,-4,1,5,-5,-2,-9,-3.6
O=C(C[n+]1ccccc1)N/N=C/c1cc(Br)ccc1F,-3,-32,7,2,0,3,-2,0,/,-7.6
CC1(C2CC2)NC(=O)NC1=O (centres undefined),0,-35,0,-2,4,/,-9,/,8,-1.5
CC1(C)C(=O)Nc2ccccc2N1C(=O)CSc1ncccn1,-29,-3,3,-1,3,7,-1,-1,-9,2.2
COc1cc(/C=C2\CCc3c2nc2ccccc2c3C(=O)O)cc(OC)c1OC,-20,-8,7,-7,4,/,4,29,22,2.1
O=C(O)c1cccc(Cn2c(Cl)c(/C=N/NC(=O)c3ccco3)sc2=O)c1,0,-20,0,3,-1,-1,4,2,7,0.3
CCn1c(COc2cccc(C)c2)nnc1SCC(=O)Nc1cccc(C(=O)OC)c1,-20,24,7,3,-5,-2,1,/,-5,-0.5
Cc1cc(C)c(S(=O)(=O)N2CCN(C(=O)c3c(C)noc3C)CC2)c(C)c1,6,18,-2,-7,-1,0,-4,-1,7,0.4
O=C(NC(Cc1ccccc1)C(=O)O)/C(=C\c1ccc(F)cc1)NC(=O)c1ccccc1 (centres undefined),-3,-5,1,5,1,-1,-17,/,-25,0.3
CCOC(=O)c1c(C)[nH]c(C2=NNC(=Nc3ccc(OCC)cc3)SC2)c1C,20,24,3,-4,2,0,-8,8,2,-6.1
Cc1ccc2[nH]c(=O)c(CN(Cc3cccs3)C(=S)NCC3CCCO3)cc2c1 (centres undefined),-1,4,0,0,0,-2,-9,/,-6,1.6
Cc1ccc2nc(Nc3nc(CSc4nc5ccccc5s4)cc(=O)[nH]3)nc(C)c2c1,11,22,-2,4,-3,-2,-4,/,-12,/
CCn1cc(/C=C/C(=O)Nc2c(C)nn(Cc3ccccc3)c2C)cn1,6,-24,1,-4,18,-1,-8,/,-8,-0.5
Cc1[nH]c2ccccc2c1SCC(=O)N1CCN(c2ccccc2)CC1,-39,18,13,-1,-6,/,-22,26,-5,-6.4
Cn1c(CC(=O)NNC(=O)c2cncc(Br)c2)nc2ccccc21,-36,8,13,-8,-3,11,-9,-2,7,-0.3
CC(=O)c1cccc(NCC(=O)N2CCN(S(=O)(=O)c3ccccc3)CC2)c1,-6,-17,2,-4,1,0,-18,2,4,1.7
CC(c1ccccn1)N(C)C(=O)c1ccc2nc(Cc3ccccc3F)oc2c1 (centres undefined),0,1,0,-6,1,1,-15,25,55,0.1
C=CCn1c(SCC(=O)c2c(C)[nH]c3ccccc23)nnc1-c1ccncc1,/,32,/,-2,0,2,-4,-2,5,-0.4
COc1ccc(COCCN2CCN(S(=O)(=O)c3ccccc3)CCC2=O)cc1,9,-10,-1,-1,1,/,-8,-3,10,-1.3
C=CCSc1nc(C)c(CC(=O)OCCCC)c(=O)[nH]1,-2,-7,0,-4,-7,-8,-8,-4,5,1.4
Cc1nc(CCNC(=O)c2cc(COc3ccc(F)cc3Cl)on2)sc1C,23,25,-5,-8,-1,-1,6,2,24,0.5
CC1CCCCN1C(=O)Cn1c(=O)n(C2CCCCC2)c(=O)c2ccccc21 (centres undefined),-7,-23,2,1,2,0,2,/,-6,0.8

Sorted by the number under PvdQ acylase (ascending): 3 from the list above.
mol,SR-BI DiI inh,dFosB activator,V-ATPase pH,NSD2 inh,PvdQ acylase,Wnt bcat act,MITF TRPM1 HTS,CDK5 inh
Cc1[nH]c2ccccc2c1SCC(=O)N1CCN(c2ccccc2)CC1,18,-1,-6,/,-22,26,-5,-6.4
O=C(NC(Cc1ccccc1)C(=O)O)/C(=C\c1ccc(F)cc1)NC(=O)c1ccccc1 (centres undefined),-5,5,1,-1,-17,/,-25,0.3
Cc1cc(C)c(S(=O)(=O)N2CCN(C(=O)c3c(C)noc3C)CC2)c(C)c1,18,-7,-1,0,-4,-1,7,0.4

Next results
smiles,HTR5A inv ag,SR-BI DiI inh,HTR5A ag ctr,dFosB activator,V-ATPase pH,NSD2 inh,PvdQ acylase,Wnt bcat act,MITF TRPM1 HTS,CDK5 inh
Cn1c(=O)[nH]c(=O)c2c1nc(NC1CCCCC1)n2CCO,-8,-15,3,-8,1,/,8,0,3,1.4
CN(C)CCNC(=O)c1sc2nc(-c3ccccc3)cc(C(F)(F)F)c2c1N,-8,/,2,19*,-2,-2,-6,-5,-7,2.0
O=C(c1ccc(-c2ccc([N+](=O)[O-])cc2)o1)N1CCCCCCC1,-18,19,6,-8,8,-1,8,26,17,0.0
Cc1ccc(C(=O)N/C(=C/c2ccc(-c3cc(C(F)(F)F)ccc3Cl)o2)C(=O)NCc2cccnc2)cc1,22,41,1,-4,-2,-1,8,-5,4,3.4
Cc1ccnc(SCCn2c(N3CCN(C)CC3)nc3c2c(=O)n(C)c(=O)n3C)n1,-14,-1,5,-3,-1,7,0,0,/,0.5
COc1cccc(NC(=O)CSc2nc3ccccc3c3nc4ccccc4n23)c1,5,-2,1,-11,3,-2,-10,5,-16,1.3
COCc1[nH][nH]c(=O)c1C=Nc1ccc(Oc2ccccc2)cc1,-3,-5,-2,-2,-4,8,-17,-3,-7,2.0
COC(=O)[C@H](C)NC(=O)NCc1ccc(F)cc1,21,-16,-2,2,2,-1,-22,-1,-3,-1.8
Nc1nc(N)n(-c2ccccc2)c(=Nc2ccccc2)n1,-9,-18,2,-3,2,0,-16,0,-5,1.9
CC(C)(C)OC(=O)Nc1ccc([C@H](NC(=O)OC(C)(C)C)C(=O)OC(C)(C)C)cc1,-30,4,6,1,-1,/,-3,-2,-14,1.7
Cc1cc(C(=O)Nc2ccc(S(=O)(=O)N3CCOCC3)cc2)c(C)o1,/,-12,/,-7,2,28,-2,0,/,1.3
C=CCOc1cccc(C2C(C(=O)c3ccc(C)o3)=C(O)C(=O)N2c2nnc(C)s2)c1 (centres undefined),-2,5,1,-1,-6,2,3,5,-3,-0.1
CCOCCCn1c(=S)[nH]c2cc(C(=O)N3CCN(C4CCCCC4)CC3)ccc2c1=O,-15,-7,4,-10,1,2,-14,-3,-7,-1.8
COc1cc(CCNC(=O)CCCn2c(=O)c3cccn3c3cccnc32)cc(OC)c1OC,5,28,-2,-1,2,-2,-9,2,1,-1.0
COc1ccc(NC(=O)C2(S(=O)(=O)c3ccc(C)cc3)CC2)cc1,-2,-26,-1,-3,-2,-4,11,0,9,2.5
COCC(C)NC(C(=O)Nc1ccc(C)c(Cl)c1)c1ccccc1 (centres undefined),9,7,-4,-8,2,-3,0,0,-4,4.2
O=C(NC(=S)NCc1ccco1)c1ccc([N+](=O)[O-])cc1,-13,18,3,2,3,10,-2,-4,-6,-0.8
COc1ccc(C(=O)Oc2cc(/C=N/NC(N)=S)ccc2OC)cc1,-10,48,5,-3,1,2,-1,2,/,-0.7
CCc1noc(C)c1C(=O)N1CCOCC1,-2,-2,0,-2,-3,7,-6,/,9,0.6
COc1cccc(CC2(CO)CCCN(Cc3ccc(CO)o3)C2)c1 (centres undefined),0,6,0,5,1,-2,-8,-2,-6,-0.9
Cc1nc(NC(=O)COC(=O)/C=C/c2ccco2)c(Cl)cc1Cl,-1,4,9,-8,-1,1,-12,-4,9,-1.2
Cc1cc(NC(=O)c2cc(CC(C)C)on2)no1,-12,-22,4,-3,-2,/,-5,-1,/,-0.4
CC(=O)Nc1ccc(Oc2nc(C(F)(F)F)nc3ccccc23)cc1,4,-5,-1,2,-2,-2,-1,-3,-17,-0.5
O=[N+]([O-])c1cc(/C=N/N/C(=N/c2ccccn2)c2ccccn2)ccc1O,24*,-7,-9,1,-23,5,-8,6,-15,0.7
CCOC(=O)C1=C(C)OC(N)=C(C#N)C1c1cc(C)sc1C (centres undefined),-5,-4,0,-3,1,-1,-8,-2,-1,0.5
Cc1ccccc1Nc1nc(N)nc(CSc2nnc3sc4ccccc4n23)n1,18,-4,-7,1,1,66*,-10,/,/,-0.1
Cc1cccc(OCCOC(=O)Nc2ccccc2)c1,-30,-23,8,-1,0,-2,-7,/,34,0.2
Cc1cc(C(=O)CN2CCN(CC(=O)Nc3cccc(F)c3)CC2)c(C)n1C1CC1,-9,33,3,-5,-2,4,-9,1,-16,-1.5
CCC1Sc2ccc(S(=O)(=O)CCC(=O)Nc3c(Cl)cc(OC)cc3OC)cc2NC1=O (centres undefined),3,10,-1,-13,3,1,5,-1,-9,0.3
Cc1cccc(Nc2nc3c(S(=O)(=O)c4ccccc4)nnn3c3ccccc23)c1C,6,-12,5,11,3,23,-11,-5,-6,-1.1
COC(=O)C1C(=O)NCC1c1ccc(C)cc1 (centres undefined),32,-37,-1,2,-1,0,9,0,-6,-0.9
CCOC(=O)C1=C(O)/C(=C/c2cc(C)n(-c3ccccc3)c2C)N=C1C,17,22,-4,-14,-5,2,-11,-2,-12,1.6
O=C(Nc1cccc(S(=O)(=O)Nc2ccc(Cl)cc2)c1)c1cc2c(s1)CCCC2,6,51,7,-9,-8,-3,-4,/,-3,-0.7

Compounds from the list above that have an aryl methoxy group (eight):
smiles,HTR5A inv ag,SR-BI DiI inh,HTR5A ag ctr,dFosB activator,V-ATPase pH,NSD2 inh,PvdQ acylase,Wnt bcat act,MITF TRPM1 HTS,CDK5 inh
COc1cc(/C=C2\CCc3c2nc2ccccc2c3C(=O)O)cc(OC)c1OC,-20,-8,7,-7,4,/,4,29,22,2.1
COc1ccc(COCCN2CCN(S(=O)(=O)c3ccccc3)CCC2=O)cc1,9,-10,-1,-1,1,/,-8,-3,10,-1.3
COc1cccc(NC(=O)CSc2nc3ccccc3c3nc4ccccc4n23)c1,5,-2,1,-11,3,-2,-10,5,-16,1.3
COc1cc(CCNC(=O)CCCn2c(=O)c3cccn3c3cccnc32)cc(OC)c1OC,5,28,-2,-1,2,-2,-9,2,1,-1.0
COc1ccc(NC(=O)C2(S(=O)(=O)c3ccc(C)cc3)CC2)cc1,-2,-26,-1,-3,-2,-4,11,0,9,2.5
COc1ccc(C(=O)Oc2cc(/C=N/NC(N)=S)ccc2OC)cc1,-10,48,5,-3,1,2,-1,2,/,-0.7
COc1cccc(CC2(CO)CCCN(Cc3ccc(CO)o3)C2)c1 (centres undefined),0,6,0,5,1,-2,-8,-2,-6,-0.9
CCC1Sc2ccc(S(=O)(=O)CCC(=O)Nc3c(Cl)cc(OC)cc3OC)cc2NC1=O (centres undefined),3,10,-1,-13,3,1,5,-1,-9,0.3

Compound activity as filed in PubChem.
